# ATXN2 expr inh – reduces ATXN2 reporter expression in HEK-293 cells; HEK-293 ATXN2-luciferase reporter, luminescence, 24 h; Potency, µM (series often up to 57 µM), for inactives: at the top dose activity change, negative = inhibition, most hits filed as inhibitors; 360,000 compounds, 0.72% hits; further: potency means the concentration at half of the fitted maximal effect; on the % scale 0 is the no-effect control and ±100 the full control effect; nearly all actives have a fitted effect of over 55% in size
#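 ATXN2-luciferase reporter cells (luciferase flanked by upstream and downstream ATXN2 gene portions) were treated 24 h at 37 °C with compounds at up to 57 uM. SteadyGlo luminescence gave expression; GF-AFC fluorescence gave viability.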
# S2 tox – viability counter-screen for ATXN expression inhibitors | S2 cells (HEK-293 line with an ATXN2-luciferase reporter) viability, CellTiter-Fluor protease fluorescence, 24 h | Potency, µM (doses to about 56.7 µM), hits mostly cytotoxic | 400,000 compounds, 0.49% hits; further: potency means the concentration at half of the fitted maximal effect; nearly all actives have a fitted effect of over 40% in size
# IL-1B inflam inh – inflammasome signaling inhibition, IL-1 beta readout. 360,000 compounds, 4.7% hits. activity change, % at 57.5 µM. THP-1 LPS/ATP IL-1B secretion, AlphaLISA, 16 h; stronger effect = lower value; in the data active means activity change below about -50%; inconclusive means mostly about -30% to -49%; further: on the % scale 0 is the no-effect control and ±100 the full control effect
#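 THP-1 cells pretreated 1 hr with compounds (up to 57.5 uM final), then stimulated with LPS (250 ng/mL final) plus ATP (1.25 mM final); secreted IL-1B measured by AlphaLISA after 16 hr, decreased signal indicating inhibition.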
# A549 tox – counter-screen for Nrf2 inhibitors: cytotoxicity in A549 cells. 390,000 compounds, 0.16% hits. A549 ARE-Fluc cells, CellTiter-Fluor viability, 18-24 h. Potency, µM (doses to about 46 µM), for the others: at the top dose activity change, negative = cytotoxicity, hits mostly inhibitors; further: potency means the concentration at half of the fitted maximal effect; on the % scale 0 is the no-effect control and ±100 the full control effect
#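 A549 ARE-Fluc cells in 5% FBS OPTI-MEM, 5000 cells/well, rested 2 h then exposed to compounds in concentration-response for 18-24 h at 37 °C. Viability by CellTiter-Fluor fluorescence (Ex 405/Em 525) after 30 min; luciferase luminescence (BugLite, 15 min, RT) read afterwards.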
# HepG2 tox – counter-screen for TGF-b inhibitors: cytotoxicity in HepG2 cells | Potency, µM (titrated, usually from 46.1 µM), without a hit: at the top dose activity change, negative = cytotoxicity, hits mostly cytotoxic | 410,000 compounds, 0.76% hits | AID 588856 | HepG2 CAGA-GFP viability, ATP luminescence, 18 h; further: potency means the concentration at half of the fitted maximal effect; some results filed as inactive show a strong effect at the top dose
#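 HepG2 CAGA-GFP cells (1000/well, DMEM with 1% FBS) received compound, then TGF-beta at 500 pg/mL final, and were incubated 18 hours at 37 degrees C. Viability was read by CellTiter-Glo luminescence. Media-only wells were set as complete cell-killing and DMSO as no toxicity.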
# TGFb SMAD3 inh – inhibitors of TGF-b signaling; 410,000 compounds, 1.2% hits; AID 588855; Potency, µM (titrated, usually from 46.1 µM), for the others: top-dose activity, negative = inhibition, usual class: inhibitors; HepG2 CAGA-GFP TGF-b/SMAD3 reporter, GFP fluorescence, 18 h; TGF-beta stimulated, 500 pg/mL final; further: potency means the concentration at half of the fitted maximal effect; on the % scale 0 is the no-effect control and ±100 the full control effect; nearly all actives have a fitted effect of over 65% in size
#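 HEPG2 CAGA-GFP, 1000 cells/well; 2 h settle, 37 C; cpd via pin tool; TGF-b 500 pg/mL final; 18 h, 37 C; GFP imaging ex488/em500-530; %Activity normalised to -TGF-b and +DMSO controls; CRC fit, curve class.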
# Nrf2 activator – activators of Nrf2 (ARE) signaling; 410,000 compounds, 0.31% hits; AID 624171; Potency, µM (highest dose often 46.1 µM), for inactives: at the top dose activation, actives largely listed as activators; AREc32 ARE-luciferase reporter (MCF7-derived line), luminescence, 24 h; further: potency means the concentration at half of the fitted maximal effect; % of control where 0% means no effect; nearly all actives have a fitted effect of over 65% in size
#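 Quantitative high-throughput format: AREc32 reporter cells, 1000 per well, received compound by pin transfer and were incubated 24 hr at 37 deg C, 5% CO2, before Steady-Glo luminescence detection.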
# Nrf2 inh – blocks Nrf2 signaling. A549 ARE-Fluc reporter, luciferase luminescence, 18-24 h. Potency, µM (titrated, usually from 46 µM), for the others: at the top dose activity change, negative = inhibition, hits mostly inhibitors. 360,000 compounds, 2.1% hits. AID 504444; further: potency means the concentration at half of the fitted maximal effect; on the % scale 0 is the no-effect control and ±100 the full control effect; nearly all actives have a fitted effect of over 60% in size
#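 Two sequential reads on A549 ARE_Fluc cells exposed to compound for 18-24 h: a CellTiter-Fluor fluorescence read for viability, then a luciferase luminescence read for Nrf2/ARE activity.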
# MCF10A rerep – inducers of DNA re-replication in MCF 10A breast cells; Potency, µM (titrated, usually from 46.1 µM), for inactives: at the highest dose activity, positive = re-replication, hits mostly activators; MCF 10A DNA re-replication, Hoechst nuclear intensity, 48 h; 350,000 compounds, 2.9% hits; further: potency means the concentration at half of the fitted maximal effect; % of control where 0% means no effect; nearly all actives have a fitted effect of over 50% in size
# Numbers without * were called inactive; i = inactive; u = inconclusive; x = not tested or not shown; [ ] = dose if it differs, or a comment. Unless noted, the call rests on the fitted dose curve; in most records, active means well fitted curve in the direction sought with a large enough effect; inconclusive means small, poorly fitted or top-dose-only effect, or another doubt; inactive means no such curve, though single readings can be large; an effect the other way counts as inactive or inconclusive.
SMILES,ATXN2 expr inh,S2 tox,IL-1B inflam inh,A549 tox,HepG2 tox,TGFb SMAD3 inh,Nrf2 activator,Nrf2 inh,MCF10A rerep
Cc1cc(NC(=O)c2ccoc2C)no1,4%,i,0,3%,-19%,-3%,0.4%,21%,0%
CCCN1C(=O)c2cc(C(=O)NCCc3cccc(C)c3)ccc2C1O (stereo not given),10%,i,13,0%,3%,-14%,-0.3%,5%,21%
O=C(CNC(=O)C1CCCCC1)OCC(=O)c1ccc2c(c1)CCC2,x,x,x,-4%,-8%,-3%,x,12%,x
CC1CCN(c2nc3nonc3nc2Nc2ccc(F)cc2)CC1,-10%,i,-76*,u,2%,u,3.9%,9.2µM*,-7%
N#CCc1nn(-c2ccc(F)cc2)c(N)c1C#N,-23%,i,24,16%,-16%,-4%,-0.4%,6%,14%
COc1cc(C(=S)N2CCOCC2)cc(OC)c1O,-21%,i,42,-6%,-3%,-13%,-0.6%,4%,-10%
Cc1cccc(OCC(=O)Nc2ccccc2N2CCCCC2)c1C,-17%,i,18,14%,0%,-23%,0.0%,25%,u
CC(Sc1ccc2c(c1)OCCO2)C(=O)Nc1ccc2c(c1)OCO2 (stereo not given),6%,i,4,-4%,-17%,-2%,0.2%,21%,8%
CC1CCCCC1NC(=O)CCn1c(=O)oc2ccccc21 (stereo not given),5%,i,1,0%,-2%,17%,0.0%,-4%,u
CCn1c(=O)c(=O)[nH]c2cc(C(=O)NCc3ccc(F)cc3)ccc21,-1%,i,10,-11%,1%,17%,0.2%,-9%,14%
CCn1c(=O)c2sccc2n2c(CCCC(=O)Nc3ccc(OC)c(OC)c3)nnc12,x,x,x,-1%,3%,-1%,0.0%,30%,x
COc1ccc(NC(=O)C2CCCN(c3nn4c(=O)cc(C)nc4s3)C2)cc1 (stereo not given),0%,i,-12,4%,-8%,-13%,-0.2%,6%,-6%
CC(C)c1nnc(NC(=O)CCC(=O)N2CCN(c3cccc(Cl)c3)CC2)s1,4%,i,21,11%,-8%,0%,0.6%,6%,21%
O=C(NCCCN1CCCC1=O)C(=O)NCC1OCCN1S(=O)(=O)c1ccc(Br)cc1 (stereo not given),-2%,i,3,-1%,-1%,11%,0.7%,u,5%
COc1ccccc1NS(=O)(=O)c1cc(C(=O)N2CCN(C(=O)c3ccco3)CC2)ccc1F,-10%,i,2,-11%,-15%,1%,0.4%,21%,14%
CNS(=O)(=O)c1cccc(C(=O)OCCCOC(=O)c2cccc(S(=O)(=O)NC)c2)c1,-12%,u,13,-17%,1%,3%,-0.1%,u,8%
CSc1cccc(NC(=O)/C=C/c2cccc(Cl)c2)c1,24%,u,u,-1%,-22%,u,5.2%,19%,10%
CN(C(=O)COC(=O)c1ccc(S(=O)(=O)N2CCOCC2)cc1)C1CCCCC1,13%,i,5,-4%,9%,21%,0.4%,14%,-8%
CC(C)(CC(=O)c1ccccc1)CC(=O)c1ccccc1,-24%,u,0,7%,-10%,6%,0.0%,4%,-7%
COc1ccc2[nH]cc(CCNC(=O)Nc3c(C)cccc3C)c2c1,-5%,i,x,0%,-10%,-9%,0.1%,-14%,x
CC(=O)N(C)c1ccc(NC(=O)N2CCOCC2)cc1,4%,i,19,1%,5%,-9%,-0.2%,5%,5%
CN(C(=O)c1ccc2c(c1)OCCO2)c1c(N)n(Cc2ccccc2)c(=O)[nH]c1=O,14%,i,-7,-4%,2%,7%,-0.7%,-18%,-1%
O=C(COC(=O)C1=NN(c2ccccc2)C(=O)CC1)Nc1nc(-c2ccc(F)cc2)cs1,6%,i,-2,7%,-23%,1%,3.2%,u,5%
Cc1cccc(NC(=O)CNC(=O)c2ccc3nc[nH]c3c2)c1C,2%,i,2,-4%,2%,22%,-0.7%,8%,1%
CC1=C(c2ccc(C)c(C)c2)S(=O)(=O)N=C1N1CCC(C(=O)NCc2ccc(C)o2)CC1,5%,i,x,0%,2%,0%,4.7%,26%,x
Cc1ccc(-c2[nH]c3cc(C(=O)NCCCn4ccnc4)ccc3c(=O)c2O)cc1,-1%,i,45,2%,-14%,-3%,-0.4%,-10%,-1%
CC1CN=C(Nc2cccc(S(=O)(=O)N(C)C)c2)S1 (stereo not given),-15%[11.3 µM],u,30,1%,-2%,0%,0.4%,10%,0%
CC(C)c1ccc2[nH]c(O)c(N=NC(=S)NCCc3ccccc3)c2c1,x,u,28,-10%,-39%,u,0.2%,u,u
O=C(CCC(=O)Nc1ccc(Cl)cc1Cl)NNC(=O)Nc1ccccc1,-5%,i,4,0%,4%,-8%,-0.5%,-15%,2%
O=C1NCCc2cc3c(cc21)OCO3,3%,i,18,0%,2%,-6%,0.0%,5%,13%[9.22 µM]
CC1=Nc2ccccc2N=C(NC(=O)CN2CCN(c3ccccc3)CC2)C1c1ccccc1 (stereo not given),3%,i,54,1%,-7%,-1%,-0.2%[9.22 µM],5%,-10%
COc1ccc(CCNC(=O)CCn2c(=O)c3ccccc3n(Cc3c(C)cc(C)cc3C)c2=O)cc1OC,7%,i,x,-5%,-3%,4%,0.5%,19%,x
Cc1ccc(NC(=O)CN2C(=O)c3ccccc3S2(=O)=O)cc1C,u,i,21,-5%,-41%,u,2.8%,-13%,u
CCC1=NN=C(c2ccc(F)cc2)C(c2c[nH]c3ccccc23)N1O (stereo not given),38%,i,9,11%,-23%,3%,16%,18%,-2%
COc1ccccc1OCc1cc(C(=O)N(C)CCC2CCCCO2)no1 (stereo not given),79%[activator],i,6,2%,-7%,8%,2.8%,u,-1%
CCOC(=O)c1cccc(NS(=O)(=O)c2cnc[nH]2)c1,-2%,i,-18,-11%,-20%,6%,-0.4%,2%,-1%
CCOC(=O)N1CCN(S(=O)(=O)c2ccc(C)c(C(=O)NC3CCCCC3)c2)CC1,-5%,u,16,-1%,-16%,-2%,-0.7%,-29%,0%
O=C(O)c1cccc(Oc2ccccc2[N+](=O)[O-])c1,1%,i,-5,-6%,26%,2%,0.1%,6%,0%
CC1(C(=O)NCC(F)(F)F)CCN1C(=O)C1(c2ccccc2)CC1 (stereo not given),1%,i,-15,x,-6%,-7%,-0.7%,x,x
COc1cc2oc(=O)cc(CN3CCN(c4ccccc4OC)CC3)c2cc1Cl,1%,i,19,x,4%,-12%,0.7%,x,x
Cc1cc(C)c2c(c1)CC(C)(C)CC2=O,-4%,i,19,5%,-3%,-4%,3.4%,-7%,1%
C[C@@H](N)C(=O)NC[C@H]1O[C@@H](n2cnc3c(N)ncnc32)[C@H](O)[C@@H]1O,9%,i,14,8%,-9%,17%,-1.4%,7%,-10%
CCc1nc(SCC(=O)c2c[nH]c3ccccc23)n[nH]1,12%,i,2,0%,0%,6%,2.4%,u,3%
COc1ccc(Nc2ccnc3ccccc23)cc1,19%,i,u,-16%,-16%,-1%,-0.4%,x,18%
CN1CCc2c(sc(NC(=O)C3CCCN3S(=O)(=O)c3ccc(Cl)s3)c2C(N)=O)C1 (stereo not given),4%,i,-5,-3%,1%,15%,0.4%,4%,u

# Look-ups from the list.
# Reading of Cc1ccc(NC(=O)CN2C(=O)c3ccccc3S2(=O)=O)cc1C in Nrf2 inh: -13%
# Reading of CCOC(=O)N1CCN(S(=O)(=O)c2ccc(C)c(C(=O)NC3CCCCC3)c2)CC1 in ATXN2 expr inh: -5%

# Two entries drawn at random from the list so far, as already listed:
SMILES,ATXN2 expr inh,S2 tox,IL-1B inflam inh,A549 tox,HepG2 tox,TGFb SMAD3 inh,Nrf2 activator,Nrf2 inh,MCF10A rerep
COc1ccc(Nc2ccnc3ccccc23)cc1,19%,i,u,-16%,-16%,-1%,-0.4%,x,18%
Cc1cccc(OCC(=O)Nc2ccccc2N2CCCCC2)c1C,-17%,i,18,14%,0%,-23%,0.0%,25%,u

# (more compounds)
SMILES,ATXN2 expr inh,S2 tox,IL-1B inflam inh,A549 tox,HepG2 tox,TGFb SMAD3 inh,Nrf2 activator,Nrf2 inh,MCF10A rerep
O=S(=O)(c1ccccc1)c1nc(-c2ccco2)oc1N1CCCCCC1,-10%,u,-7,-3%,5%,22%,5.0%,-17%,u
CCOC(=O)NC(=O)CSc1nnc(SCCC(=O)O)s1,-4%,i,10,0%,3%,1%,-1.0%[9.22 µM],-2%,-3%
CCOC(=O)c1c(NC(=O)CSc2nnc(-c3c[nH]c4ccccc34)n2CCOC)sc2c1CCCC2,-20%,u,-18,-19%,-9%,-28%,4.4%,u,15%
Cc1cc(C)c(S(=O)(=O)N2CCN(C(=O)CN3C(=O)NC4(CCCC4)C3=O)CC2)c(C)c1,-1%,i,-1,-5%,4%,4%,-0.9%,-24%,u
Cc1ccc(NC(=O)COC(=O)Cn2cnc3c2c(=O)n(C)c(=O)n3C)c(Cl)c1,24%,i,-4,-3%,-17%,-8%,-0.9%,8%,0%[9.22 µM]
CCOc1ccc(-c2cc(N)n(S(=O)(=O)c3cccc4nsnc34)n2)cc1,0%,i,-5,0%,-20%,-21%,0.4%,u,2%
O=C(NNC(=O)c1cccc2ccccc12)c1cccc(Cl)c1,5%,i,-3,-1%,-22%,6%,2.7%,-17%,7%
COc1ccc2c(C)cc(=O)sc2c1,x,i,u,x,-6%,8%,2.0%,x,x
CC12CCC(C(=O)N(c3nccs3)C1=O)C2(C)C (stereo not given),11%,i,10,1%,7%,8%,0.5%,3%,-1%
CN(C(=O)COC(=O)C1c2ccccc2Oc2ccccc21)C1CCS(=O)(=O)C1 (stereo not given),0%,i,28,-5%,3%,5%,-0.4%,22%,-4%
Nc1nc(Cl)cc(NCCc2ccc(O)cc2)n1,-10%,i,-10,2%,1%,3%,6.2%,12%,1%
Cc1nc(C)c(CC(=O)N2CCc3c([nH]c4ccccc34)C2c2ccccn2)s1 (stereo not given),-1%,i,-14,10%,-5%,-26%,7.4%,10%,u

# Screening data: PubChem, National Center for Advancing Translational Sciences (NCATS)
